FH mod: Identification of activators of human fumarate hydratase by quantitative high-throughput screening. FH coupled MDH/diaphorase resazurin fluorescence, 15 min. Potency, µM (series often up to 79.9 µM), without a hit: at the top dose activity change, negative = inhibition, usual class: inhibitors. 0.22% of 54,000 active. AID 1347055, 2019; also: the screen sought activators but most active calls are inhibition curves; nearly all actives have a fitted effect of over 45% in size
Target sequence (P07954 whole entry, looked up): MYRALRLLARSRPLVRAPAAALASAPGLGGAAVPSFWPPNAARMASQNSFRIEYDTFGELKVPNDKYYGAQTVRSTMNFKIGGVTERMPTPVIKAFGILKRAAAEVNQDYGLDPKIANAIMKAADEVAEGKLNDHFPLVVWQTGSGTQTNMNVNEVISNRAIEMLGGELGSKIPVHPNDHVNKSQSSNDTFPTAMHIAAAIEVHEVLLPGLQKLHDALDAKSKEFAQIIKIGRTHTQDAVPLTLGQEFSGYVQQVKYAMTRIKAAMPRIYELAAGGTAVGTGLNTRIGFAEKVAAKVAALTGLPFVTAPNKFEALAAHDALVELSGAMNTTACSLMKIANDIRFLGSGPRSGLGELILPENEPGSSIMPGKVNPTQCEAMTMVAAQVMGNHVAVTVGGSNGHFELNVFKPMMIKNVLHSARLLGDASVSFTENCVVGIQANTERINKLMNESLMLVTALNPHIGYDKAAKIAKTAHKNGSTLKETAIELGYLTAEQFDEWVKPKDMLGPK
NTMT1 inhibitor: inhibitors of human N-terminal methyltransferase NTMT1; Q9BV86; NTMT1 MTase-Glo SAH luminescence, purified enzyme; Potency, µM (series often up to 114 µM), for the others: at the highest dose activity change, negative = inhibition, actives largely listed as inhibitors; 2.5% of 59,000 active; AID 1645870;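 also: plate controls were DMSO vehicle for no effect and no enzyme for full effect; nearly all actives have a fitted effect of over 65% in size; many of its hits are not listed in these tables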
Target sequence (Q9BV86 whole entry, looked up): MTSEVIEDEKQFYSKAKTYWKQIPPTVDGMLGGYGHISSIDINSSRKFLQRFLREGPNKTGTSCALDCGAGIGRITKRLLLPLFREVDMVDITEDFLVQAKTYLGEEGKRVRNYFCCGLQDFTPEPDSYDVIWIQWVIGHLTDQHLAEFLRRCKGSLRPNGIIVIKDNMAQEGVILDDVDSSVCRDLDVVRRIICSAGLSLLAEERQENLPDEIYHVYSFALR
* = called active by the depositor; ? = inconclusive; · = not tested or not shown; & = joins results of further samples; ! = a repeat was not active; [ ] = dose if it differs, or a comment. Calls follow the shape of the dose curve; as a rule, active = well fitted curve in the direction sought with a large enough effect; inconclusive = small, poorly fitted or top-dose-only effect, or another doubt; inactive = no such curve, though single readings can be large; an effect the other way counts as inactive or inconclusive. Unless noted, % is scaled to controls: 0 for no effect and ±100 for the full control effect; potency is read from the fitted curve at half-maximal effect. Only part of the results is shown; the hit share may differ from the screen's.

SMILES | FH mod | NTMT1 inhibitor
CCC1(O)CC2CN(CCc3c([nH]c4ccccc34)[C@@](C(=O)OC)(c3cc4c(cc3OC)N(C)C3[C@]45CCN4CC=C[C@@](CC)([C@@H](OC(C)=O)[C@]3(O)C(=O)OC)[C@H]45)C2)C1 (some centres undefined) | ? | ·
COc1ccc(-c2oc3c(CC=C(C)C)c(OC4O[C@H](CO)[C@@H](O)[C@H](O)[C@H]4O)cc(O)c3c(=O)c2OC2O[C@@H](C)[C@H](O)[C@@H](O)[C@H]2O)cc1 (some centres undefined) | · | -0.3%
C[C@H](CCC(=O)O)[C@H]1CC[C@H]2[C@@H]3[C@H](O)C[C@@H]4C[C@H](O)CC[C@]4(C)[C@H]3CC[C@]12C | · | 14.0%
C[C@@H](Oc1ccc2[nH]nc(/C=C/c3cnn(CCO)c3)c2c1)c1c(Cl)cncc1Cl | · | ?
CC1(C)OC2=C(C(=O)c3ccccc3C2=O)[C@H](NCc2ccccc2)[C@@H]1O | · | -21.3%
CN1C(=O)N[C@H](Cc2c[nH]c3c(Cl)cccc23)C1=O | · | 5.5%
O=C(O)CNC(=O)c1nc(Cl)c2ccccc2c1O | · | 10.4%
C/C=C(/C)C(=O)O[C@H]1C(C)=CC23C(=O)C(C=C(CO)[C@@H](O)[C@]12O)[C@H]1[C@@H](C[C@H]3C)C1(C)C (some centres undefined) | · | 9.6%
CCOc1nc2cccc(C(=O)O)c2n1Cc1ccc(-c2ccccc2-c2noc(=O)[nH]2)cc1 | 2.4% | -3.5%[57.5 µM]
N#Cc1ccc(COc2ccc(-c3cccc4nc(NC(=O)C5CC5)nn34)cc2)cn1 | 6.2% | 3.5%[57.5 µM]
CCN1CCN(c2ccc(Nc3cc(N(C)C(=O)Nc4c(Cl)c(OC)cc(OC)c4Cl)ncn3)cc2)CC1 | -3.0% | ?
CN(C)C(=O)CNC(=O)Cc1ccccc1 | 6.5%[53.3 µM] | 15.7%[57.5 µM]
CC(=O)N(C)C1(c2ccccc2)CCN(CCC[C@]2(c3ccc(Cl)c(Cl)c3)CCCN(C(=O)c3ccccc3)C2)CC1 | -3.2% | ?
CC(=O)Nc1ccc(OC(=O)c2ccccc2OC(C)=O)cc1 | 2.3%[53.3 µM] | 24.1%[57.5 µM]
O=C(CCc1nnc2n(Cc3ccc(Cl)cc3)c(=O)c3ccccc3n12)NCCC1=CCCCC1 | 4.0% | 4.7%[57.5 µM]
COc1ccc(-c2ccc3c(N4CCOCC4C)nc(N4CCOCC4C)nc3n2)cc1CO (centres undefined) | 22.6% | -11.9%[57.5 µM]
CCN(CC)C(=O)C1CN2CCc3cc(OC)c(OC)cc3C2CC1OC(C)=O (centres undefined) | 0.0%[53.3 µM] | 24.3%[57.5 µM]
CCOC1OC(=O)C[C@H]1NC(=O)[C@@H]1CCCN1C(=O)[C@@H](NC(=O)c1ccc(N)c(Cl)c1)C(C)(C)C (some centres undefined) | -5.3%[53.3 µM] | ?
O=C(NC1(c2ccccc2)CC1)c1c(CN2CCC(N3CCCCC3)CC2)c(-c2cccc(C(F)(F)F)c2)nc2cc(Br)ccc12 | -2.0% | 5.9%[57.5 µM]
O=C(c1cc(Cc2n[nH]c(=O)c3ccccc23)ccc1F)N1CCCNCC1 | 0.7% | 5.0%[57.5 µM]
O=C1c2c(O)ccc(O)c2C(=O)c2c(NCCNCCO)ccc(NCCNCCO)c21 | ? | 28.2µM*!
C=CCN1C[C@H](C(=O)N(CCCN(C)C)C(=O)NCC)C[C@@H]2c3cccc4[nH]cc(c34)C[C@H]21 | -8.9%[53.3 µM] | 20.4%[57.5 µM]
CCCCN(CCCC)CCCOC(=O)c1ccc(N)cc1 | 6.3%[53.3 µM] | -9.5%[57.5 µM]
CCOC(=O)c1ccccc1O | -5.3%[53.3 µM] | 14.4%[57.5 µM]
CC[C@H](C)[C@H](N)C(=O)O | -12.2%[53.3 µM] | 21.7%[57.5 µM]
The list continues:
SMILES | FH mod | NTMT1 inhibitor
C=C[C@H]1CN2CC[C@H]1C[C@H]2[C@H](O)c1ccnc2ccc(OC)cc12 | -8.9%[53.3 µM] | -4.0%[57.5 µM]
CCN(CC)CCN(Cc1ccc(-c2ccc(C(F)(F)F)cc2)cc1)C(=O)Cn1c(SCc2ccc(F)cc2)nc(=O)c2c1CCC2 | -27.5% | ?
COC(=O)C1=C(C)NC(C)=C(C(=O)OCCN2CCN(C(c3ccccc3)c3ccccc3)CC2)C1c1cccc([N+](=O)[O-])c1 (centres undefined) | -28.6%[53.3 µM] | 25.0%[57.5 µM]
O=C1c2c(O)cccc2[C@@H]([C@@H]2O[C@H](CO)[C@@H](O)[C@H](O)[C@H]2O)c2cc(CO)cc(O)c21 | 1.5%[53.3 µM] | 4.2%[57.5 µM]
CC(C)(C)NCC(O)COc1cccc2c1C[C@H](O)[C@H](O)C2 (some centres undefined) | 1.7%[53.3 µM] | 13.7%[57.5 µM]
CCCCC(CC)COC(=O)c1ccccc1O (centres undefined) | 1.7%[53.3 µM] | -26.4%[57.5 µM]
Cc1c(-c2ccnn2C)cc(C(=O)NCc2ccc(S(C)(=O)=O)cn2)c(=O)n1-c1cccc(C(F)(F)F)c1 | 3.2%&30.1%&6.8% | 6.6%
C[C@H](CCC(=O)O)[C@H]1CC[C@H]2[C@H]3[C@@H](CC[C@]12C)[C@@]1(C)CC[C@@H](O)C[C@H]1C[C@@H]3O | 14.7%[53.3 µM] | -6.0%[57.5 µM]
CCOC(=O)N1CCC(N2CCC[C@@H](NC(=O)c3ccccc3C)C2)CC1 | 10.9% | -4.9%[57.5 µM]
CNC(=O)c1cc(COc2nnc(Nc3ccc(Cl)cc3)c3ccoc23)ccn1 | 10.9% | -6.8%
CCn1cc(C(=O)O)c(=O)c2cc(F)c(N3CCNC(C)C3)c(F)c21 (centres undefined) | -19.9%&4.0%&0.7%[53.3 µM] | 10.1%&-15.1%&10.7%[57.5 µM]
CCC(=O)Nc1cccc(Oc2nc(Nc3ccc(N4CCN(C)CC4)cc3OC)ncc2Cl)c1 | -11.7% | ?
Cc1cc2c(F)c(Oc3ncnn4cc(OCC(C)O)c(C)c34)ccc2[nH]1 (centres undefined) | -15.7% | 4.0%[57.5 µM]
CC(C)NCCCC1(C(N)=O)c2ccccc2-c2ccccc21 | -1.2%[53.3 µM] | 39.9%[activator][57.5 µM]
CN(c1ccc(NC(=O)Nc2ccccc2)cc1)S(=O)(=O)c1cnn(-c2ccc(F)cc2)c1 | -2.1% | 4.4%[57.5 µM]
Cc1cc(C)cc(-c2cnc3cc(Cl)c(-c4cccc(O)c4)cc3c2OCCCN)c1 | -10.0% | -8.5%[57.5 µM]
Cc1cc(Nc2cc(N3CCN(C)CC3)nc(/C=C/c3ccccc3)n2)n[nH]1 | -11.2% | ?
C=Cc1cc(O)cc2nc(-c3ccc(O)c(F)c3)oc12 | -17.5% | 12.6µM*
CC(=O)OCC(=O)[C@@]1(O)CC[C@H]2[C@@H]3CCC4=CC(=O)C=C[C@]4(C)[C@@]3(F)[C@@H](O)C[C@@]21C | 2.4%[53.3 µM] | 5.2%[57.5 µM]
O=C(O)Cc1sc(-c2ccccc2)nc1-c1ccc(Cl)cc1 | -2.6%[53.3 µM] | -18.8%[57.5 µM]
O=C(Nc1ccc(N2CCC(C(=O)N3CCOCC3)CC2)cc1)c1cnc(Oc2ccccc2)nc1 | -1.9% | -1.6%[57.5 µM]
NC(Cc1c[nH]c2ccc(O)cc12)C(=O)O (centres undefined) | -6.5% | -8.9%[57.5 µM]
CC=C(C)C(=O)O[C@H]1C(C)=C[C@]23C(=O)[C@@H](C=C(CO)[C@@H](O)[C@]12O)[C@H]1[C@@H](C[C@H]3C)C1(C)C | -13.6%[53.3 µM] | 1.1%[57.5 µM]
CN(C(=O)c1c(O)c2ccccc2n(C)c1=O)c1ccccc1 | 2.5%[53.3 µM] | ?
COc1ccc(S(=O)(=O)N2CCC[C@H]2C(=O)Nc2cc(C)cc(C)c2)cc1 | 0.5% | -2.6%[57.5 µM]
Other structures follow:
SMILES | FH mod | NTMT1 inhibitor
COc1cc(CCc2cc(NC(=O)c3ccc(N4C[C@@H](C)N[C@@H](C)C4)cc3)n[nH]2)cc(OC)c1 | 10.1% | -6.0%&-5.9%[57.5 µM]
COc1ccc2c(c1)C[C@H](C(=O)Nc1ccc(-c3cn[nH]c3)cc1OCCN(C)C)CO2 | -0.7% | -2.1%[57.5 µM]
CCn1c(-c2nonc2N)nc2cnc(Oc3cccc(NC(=O)c4ccc(OCCN5CCOCC5)cc4)c3)cc21 | -4.9% | 0.6%
Cc1ccccc1N1CCN(CCc2nnc3n2CCCC3)CC1 | -0.1%[53.3 µM] | 4.9%[57.5 µM]
NC(N)=NCCC[C@H](NC(=O)c1sccc1NS(=O)(=O)c1cccc2nsnc12)C(=O)O | 3.2% | 3.8%[57.5 µM]
C[C@@H]1C[C@H]2[C@@H]3CCC4=CC(=O)C=C[C@]4(C)[C@@]3(Cl)[C@@H](O)C[C@]2(C)[C@@]1(OC(=O)c1ccco1)C(=O)CCl | -6.8%&-1.5%[53.3 µM] | 4.4%
NS(=O)(=O)c1ccc(N2CCCCS2(=O)=O)cc1 | 3.0%[53.3 µM] | 0.1%[57.5 µM]
Nc1ncnc2c1c(-c1ccc(Oc3ccccc3)cc1)cn2C1CCCC1 | ? | -7.9%
CN(C)CCn1cc(S(=O)(=O)c2cccc(F)c2)c2cccnc21 | 0.5% | 6.1%[57.5 µM]
O=C(CC1CC(c2ccc(F)cc2F)=NO1)N1CCOCC1 (centres undefined) | ? | 1.6%[57.5 µM]
Oc1cc(-c2nc(-c3ccccc3)[nH]c2-c2ccncc2)ccc1Cl | -14.2% | 15.9%&-23.5%[57.5 µM]
O=C(Nc1cc(-c2ccccc2)nn1-c1ccccc1F)c1ccc([N+](=O)[O-])cc1 | 0.1% | 1.6%[57.5 µM]
CCOC(=O)[C@H](CCc1ccccc1)N[C@@H](C)C(=O)N1C(=O)N(C)C[C@H]1C(=O)O | -1.1% | -0.5%&-0.3%[57.5 µM]
Cc1ccc(C(=O)Nc2cccc(C(F)(F)F)c2)cc1-c1ccc2nc(NCCN3CCOCC3)ncc2c1 | -20.1% | -3.9%
C[C@@H](c1nc(-c2ccc(C#N)cc2)cs1)[C@](O)(Cn1cncn1)c1cc(F)ccc1F | -1.0% | 6.7%[57.5 µM]
CN(c1nccc(=O)[nH]1)C1CCN(c2nc3ccccc3n2Cc2ccc(F)cc2)CC1 | 10.7%[53.3 µM] | -22.9%&-1.2%&-33.2%[57.5 µM]
Cc1c(C)n(Cc2ccccc2)c2ccc(C(=O)OCCN(C)C)cc12 | -7.6%[53.3 µM] | 5.62µM*
CCc1cc2c(cc1N1CCC(N3CCOCC3)CC1)C(C)(C)c1[nH]c3cc(C#N)ccc3c1C2=O | ? | ?
CCc1ccccc1OC[C@@H](O)CN[C@H]1CCCc2ccccc21 | -1.7% | -2.0%[57.5 µM]
CN(C)CCCSc1ccccc1NC(=O)/C=C/c1ccccc1 | -10.9%[53.3 µM] | -16.0%[57.5 µM]
CNc1nccc(-c2cccnc2Oc2cc(C(=O)Nc3cccc(C(F)(F)F)c3)ccc2C)n1 | ? | 14.0%
CS(=O)(=O)NCC1CCC(Nc2nc3c(s2)CCSc2ccccc2-3)CC1 (centres undefined) | -8.1% | 4.9%[57.5 µM]
NCc1ccccc1Sc1ccccc1CO | -10.2%[53.3 µM] | 0.3%[57.5 µM]
CNc1ccc([N+](=O)[O-])c(Nc2ccc3[nH]ncc3c2)n1 | -5.5% | -0.6%[57.5 µM]
C[C@H]1[C@H](C)CC[C@]2(C(=O)O)CC[C@]3(C)C(=CC[C@@H]4[C@@]5(C)C[C@@H](O)[C@H](O)[C@@](C)(CO)[C@@H]5CC[C@]43C)[C@H]12 | -1.6% | 1.2%[57.5 µM]
Cc1nc2n(c(=O)c1CCN1CCC(C(=O)c3ccc(F)cc3)CC1)CCS2 | -0.6%[53.3 µM] | -8.3%[57.5 µM]
O=C(Nc1cccc(Cl)c1)Nc1ncc(CCNc2ncnc3ccsc23)s1 | -4.0% | 13.8%
C=C1c2cccc(O)c2C(O)=C2C(=O)[C@@]3(O)C(O)=C(C(N)=O)C(=O)[C@@H](N(C)C)[C@@H]3[C@@H](O)[C@H]12 | -9.9%[53.3 µM] | 12.6µM*
CC(C)CCCC(C)NCCC(C)C (centres undefined) | 6.9%[53.3 µM] | 22.2%[57.5 µM]
